# Bioassay records from PubChem.
# MITF TRPM1 inh = MITF TRPM1 promoter inhibition in SK-MEL-5 cells. SK-MEL-5 TRPM1 promoter luciferase, 24 h. inhibition, % at 12.5 µM. hit rate 0.83% among 330,000. AID 488899;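 active = mean inhibition across replicates of 60% or more, whatever share of single replicates reaches that level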; also: values of inactives mirror those of a sister screen read the other way
# PDI turbidity = PDI (human) enzyme inhibition. PDI insulin aggregation turbidity, A650, 90 min. inhibition, % at 10 µM. hit rate 0.052% among 350,000;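 active = mean inhibition across replicates of 30% or more, whatever share of single replicates reach that level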;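 also: absorbance from insulin aggregation driven by PDI reduction with DTT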
# Shn3 3UTR inh = reduces Shn3 3'UTR luciferase signal in osteoblasts | Clone20 osteoblast Shn3 3'UTR firefly luciferase, 24 h | inhibition, % at 12.5 µM | hit rate 0.52% among 360,000 | AID 588674;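 active = mean inhibition of at least 75% with every replicate also reaching 75%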;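 also: 0% = median of neutral control wells and 100% = pilot-screen positive control compound; some compounds past the cut are filed as inactive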
# HIF-2a block = HIF-2a inhibition; 786-0 RCC cells HIF-2a reporter, luciferase luminescence, overnight; hit rate 0.72% among 360,000; inhibition, % at 18.8 µM;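 active = inhibition of the luminescence signal of 40% or more relative to plate controls, in a single-dose primary screen at 18.75 µM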
# CaV13 FRET inh = Primary screen for inhibitors of IQ motif and Ca2+-dependent inactivation inhibitor domain binding in CACNA1D, Förster resonance energy transfer in living cells, … | HEK cells, CFP/YFP FRET ICDI-IQ, plate reader, 10 min; percent FRET-ratio fall versus neutral wells | inhibition, % at 12.3 µM | hit rate 0.098% among 340,000 | AID 743397;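 active = mean replicate inhibition of at least 30% and at least 1% of replicates passing that level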;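 also: 0% = median of the neutral control wells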
# NR2E3 ag-1 = agonists of human nuclear receptor NR2E3 | AID 2300 | hit rate 0.12% among 320,000 | inhibition of corepressor binding, % at 4.78 µM | GST-NR2E3/biotin-RetCOR TR-FRET, 1536-well;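 active = percent inhibition above the cutoff of mean plus 3 SD of all tested compounds, set per screening campaign, cut at about 20% in these data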;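 also: 0% = DMSO wells and 100% = biotin wells as full block of FRET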
# Target sequence (Q9Y5X4 whole entry, looked up): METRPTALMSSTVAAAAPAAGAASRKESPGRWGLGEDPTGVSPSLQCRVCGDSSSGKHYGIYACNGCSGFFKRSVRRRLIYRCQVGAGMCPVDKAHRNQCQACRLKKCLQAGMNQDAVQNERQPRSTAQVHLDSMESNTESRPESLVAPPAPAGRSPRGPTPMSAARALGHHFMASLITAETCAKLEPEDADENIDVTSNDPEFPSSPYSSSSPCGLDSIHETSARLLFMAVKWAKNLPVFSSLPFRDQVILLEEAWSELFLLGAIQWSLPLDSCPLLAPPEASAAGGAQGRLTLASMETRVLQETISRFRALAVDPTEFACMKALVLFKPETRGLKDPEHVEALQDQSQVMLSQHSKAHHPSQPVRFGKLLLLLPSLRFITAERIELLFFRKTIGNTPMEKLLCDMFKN
#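 Material: NR2E3–RetCOR corepressor complex / Incubation: Compound–protein incubation for 5 h at 4 °C / Dosing: compound at 4.8 µM, single dose / Detection: time-resolved FRET / Benchmarks: high control biotin, low control 0.6% DMSO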
# iPSC survival up = enhancers of human iPSC single-cell survival | hit rate 0.044% among 360,000 | survival enhancement, % at 20 µM | hiPSC single-cell survival, ATPlite luminescence; 100% = ROCK inhibitor wells, 0% = DMSO; in the data active = survival enhancement above about 18%;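 also: cells exposed to compounds for 16 hours before the ATP read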
# HTR2A ag = agonists of mouse serotonin 5-HT2A receptor (HTR2A). hit rate 0.66% among 360,000. AID 624169. P35363. CHO-K1 mHTR2A beta-arrestin complementation, luminescence; percent of 30 µM serotonin response. activation, % at 7.6 µM;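 active = activation above a run cutoff, the mean activation of all tested compounds plus 3 SD, cut at about 14% in these data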;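 also: 0% = plate median of compound wells and 100% = 30 µM serotonin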
# Target sequence (P35363 whole entry, looked up): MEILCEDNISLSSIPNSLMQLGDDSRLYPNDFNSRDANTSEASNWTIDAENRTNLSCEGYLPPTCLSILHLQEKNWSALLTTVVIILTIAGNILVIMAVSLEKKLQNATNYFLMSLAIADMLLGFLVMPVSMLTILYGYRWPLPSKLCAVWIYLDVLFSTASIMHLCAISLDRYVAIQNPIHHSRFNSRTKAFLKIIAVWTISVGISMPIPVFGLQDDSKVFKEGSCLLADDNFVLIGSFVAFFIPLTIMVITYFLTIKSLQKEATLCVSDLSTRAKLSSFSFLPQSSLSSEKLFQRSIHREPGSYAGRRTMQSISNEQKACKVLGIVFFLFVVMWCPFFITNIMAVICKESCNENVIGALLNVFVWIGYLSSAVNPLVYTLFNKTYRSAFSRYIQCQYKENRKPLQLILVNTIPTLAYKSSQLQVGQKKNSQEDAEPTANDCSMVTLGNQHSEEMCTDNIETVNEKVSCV
# H9c2 protect = protects H9c2 cardiomyocytes from peroxide injury; H2O2 injury protection, ATPLite, 2 h; protection from H2O2 cell death, % at 20 µM; hit rate 0.63% among 360,000; AID 588492;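 active = compounds giving at least 50% protection of heart cells from peroxide-induced death in the single-dose screen, raw or plate-pattern-corrected value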;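 also: 0% = DMSO wells with peroxide and 100% = DMSO wells without peroxide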
# NR2E3 ag-2 = agonists of human NR2E3 nuclear receptor. Q9Y5X4. CHO-S Gal4-NCOR/VP16-NR2E3 two-hybrid, luciferase. inhibition of corepressor binding, % at 3.98 µM. hit rate 0.35% among 360,000. AID 602229;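 active = inhibition above the mean of all tested compounds plus 3 SD, cut at about 70% in these data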;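 also: 0% = DMSO with NR2E3 transfected cells and 100% = cells lacking NR2E3 construct; higher means lower luciferase signal from less NR2E3 corepressor binding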
# Peg3 prom inh = Peg3 promoter activity inhibition; HeLa PEG-Prom luciferase reporter, luminescence, overnight; inhibition, % at 20 µM; hit rate 1.7% among 360,000; AID 588405;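 active = inhibition of at least 50% at 20 µM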
# * = called active by the depositor; . = no result given. Outcome played no part in choosing rows; overall some 3.9% were active at least once.
SMILES,MITF TRPM1 inh,PDI turbidity,Shn3 3UTR inh,HIF-2a block,CaV13 FRET inh,NR2E3 ag-1,iPSC survival up,HTR2A ag,H9c2 protect,NR2E3 ag-2,Peg3 prom inh
CC1=C(C(=O)Nc2cccnc2)C(c2ccc(C(C)C)cc2)n2ncnc2N1 (stereo not drawn),0.2,7.9,-9.5,13.2,-5.2,.,0.3,-0.4,7.8,-13.7,-9.4
OC(c1cccc(Cl)c1)c1ncc(-c2ccc(C(F)(F)F)cc2)[nH]1 (stereo not drawn),.,-4.0,-10.6,-1.7,.,.,5.4,-2.1,-22.1,-22.1,32.5
N#CCC(=O)Nc1ccc(C(=O)OCC(=O)NCCCc2ccccc2)cc1,3.7,11.1,-25.4,8.5,-5.2,0.3,-0.6,-2.7,-5.7,17.9,3.2
Cc1cccc(C)c1NC(=O)C(c1ccc([N+](=O)[O-])cc1)N1CCCCC1 (stereo not drawn),-4.3,-4.1,-0.3,14.4,-3.9,-0.3,-0.7,2.1,1.9,-7.3,8.1
C#CCn1c(C)cc(C)c(S(=O)(=O)c2ccccc2)c1=O,-26.4,8.1,-55.9,-148.5,4.2,2.4,-1.2,6.2,6.8,-23.4,-116.4
CS(=O)(=O)N1CCc2cc(C(=O)Nc3ccc(COCC(F)(F)F)cc3)ccc21,9.8,5.1,15.7,17.5,-2.9,2.7,0.3,-1.3,-6.6,-18.5,4.4
CCOC(=O)N1CCN(S(=O)(=O)N2CCCC(C(=O)NCCc3ccc(Cl)cc3)C2)CC1 (stereo not drawn),3.9,-0.1,8.8,4.6,-13.7,2.9,0.3,-3.1,-2.0,14.2,-12.6
O=C(O)CCC(=O)NN1C(=O)c2ccccc2NC1c1ccco1 (stereo not drawn),-8.7,0.7,-2.8,6.3,-2.6,2.6,-0.6,-0.1,3.7,-20.7,10.2
C=CCOC(=O)C1=C(C)Nc2ncnn2C1c1cc(Br)ccc1F (stereo not drawn),11.5,-13.5,16.9,18.8,-3.6,-1.1,0.4,1.1,3.0,-1.2,23.5
Cc1nc(N2CCN(c3ccccc3)CC2)nc2c1C(=O)CC(C)C2 (stereo not drawn),-18.8,-8.3,16.2,-38.4,.,-2.7,1.2,2.7,7.8,-19.7,20.0
O=C(CSc1ccc2nnc(-c3ccccn3)n2n1)Nc1ccccc1C(F)(F)F,-2.2,3.5,4.1,7.3,-3.1,3.3,1.3,9.1,7.1,-25.4,10.3
CCN(C(=O)CSc1nc2ccc(C)cc2[nH]1)C1CCS(=O)(=O)C1 (stereo not drawn),6.1,-17.1,-6.9,7.5,-1.6,.,-1.7,0.1,-5.1,9.4,22.7
CC1(C(=O)O)Oc2cccnc2NC1=O (stereo not drawn),-0.1,-4.3,1.4,8.1,-1.8,-0.1,-1.5,1.3,-3.9,0.6,-1.6
CN1CCN(CC(O)COc2ccc(C(=O)O)cc2)CC1 (stereo not drawn),5.7,6.1,12.5,13.8,-2.5,0.3,-0.2,1.8,3.8,-20.9,14.1
CCc1nc2ccc(C(=O)Nc3cc(-c4ccccc4)ccc3OC)cn2c1N(CC)Cc1cccc(Br)c1,.,-12.0,-1.5,-38.3,-6.2,.,-1.4,-2.8,-7.8,-42.2,-0.4
COc1cc(C2=NOC(C(=O)NCc3cccs3)C2)cc(OC)c1OC (stereo not drawn),28.6,1.8,15.3,9.7,-7.7,0.1,6.2,-3.4,-7.3,-135.8,33.6
Cc1ccc(S(=O)(=O)N2CCC[C@H]2C(=O)NC2CCCCC2)cc1,5.2,5.1,6.9,14.0,-9.0,.,-3.0,3.2,2.3,6.6,-2.0
N/C(=N\OC(=O)C12CC3CC(CC(C3)C1)C2)c1ccccc1,-18.5,3.8,-18.0,-70.1,-5.6,3.1,-2.4,6.4,-12.8,-9.1,-40.7
Cc1cccc(NC(=S)N(CCN(C)C)Cc2cc3cc(C)ccc3[nH]c2=O)c1,0.4,3.2,15.9,-4.7,-4.4,1.3,-0.9,-7.2,14.7,-22.4,3.4
Cc1cccc(OCCNC(=O)c2cc(C3CC3)nc3c2cnn3C(C)C)c1,.,-2.3,7.6,11.4,-16.0,.,0.7,0.4,3.7,-21.1,-3.3
C/C=C(\C)c1nnc(NC(=O)c2ccco2)s1,-57.7,-1.2,-67.2,-114.9,-5.8,1.3,0.4,-0.4,-0.7,-64.1,-137.5
CC(=O)[C@@H]1[C@@H](C)N(Cc2ccccc2)C(=O)N[C@H]1c1cccc(C(F)(F)F)c1,3.6,0.3,3.0,14.6,.,1.1,2.9,0.1,-10.4,-21.3,14.2
CN(Cc1cccs1)C(=O)Cc1c[nH]c2ccccc12,-22.3,12.3,-14.9,-66.8,-2.2,-1.7,-2.2,0.4,2.0,-4.0,-57.4
O=C(COc1coc(CN2CCN(c3ccccc3F)CC2)cc1=O)NC1CCCC1,4.1,4.7,-3.2,7.5,-5.9,1.9,0.1,-0.5,-1.2,-10.2,7.8
C/C(N)=C(/C#N)C(=O)COC(=O)[C@@H](NC(=O)c1ccccc1Cl)C(C)C,-16.5,4.2,13.9,11.8,-3.6,-0.1,0.9,3.6,0.9,-12.0,5.5
CN(CC(=O)Nc1ccc2c(c1)CCC2)CC(=O)Nc1ccccc1Br,4.7,0.0,0.3,1.8,-6.3,-1.7,1.8,-0.3,-6.4,11.1,14.9
CCCn1c(SCC(=O)c2cc(C)n(C3CC3)c2C)n[nH]c1=O,-36.3,4.4,-19.6,-86.2,-5.1,2.3,3.4,2.0,-5.0,-22.3,-79.3
N#Cc1ccc(S(=O)(=O)N2CCCCC2c2cc(C(=O)NCc3ccccc3)no2)cc1 (stereo not drawn),.,6.6,-8.0,-3.3,-8.9,.,1.0,1.5,8.0,-5.3,-5.6
CCOC(=O)C(=O)NNc1ccccc1OC,-0.2,6.3,-66.9,16.4,-4.9,0.2,-0.2,3.8,13.6,17.2,6.3
CCc1ccc(OCCOCC(O)CNC(C)(C)C)cc1 (stereo not drawn),6.3,-2.1,-19.7,15.2,-3.0,1.8,-0.2,1.2,-4.6,10.9,17.5

# A few values from the entries so far.
# H9c2 protect with CC(=O)[C@@H]1[C@@H](C)N(Cc2ccccc2)C(=O)N[C@H]1c1cccc(C(F)(F)F)c1 stands at -10.4
# Shn3 3UTR inh with N#Cc1ccc(S(=O)(=O)N2CCCCC2c2cc(C(=O)NCc3ccccc3)no2)cc1 (stereo not drawn) stands at -8.0

# Sorted by value in PDI turbidity (ascending): 3 from the list above.
molecule	PDI turbidity
C/C=C(\C)c1nnc(NC(=O)c2ccco2)s1	-1.2
O=C(COc1coc(CN2CCN(c3ccccc3F)CC2)cc1=O)NC1CCCC1	4.7
CCOC(=O)C(=O)NNc1ccccc1OC	6.3

# (more compounds)
SMILES,MITF TRPM1 inh,PDI turbidity,Shn3 3UTR inh,HIF-2a block,CaV13 FRET inh,NR2E3 ag-1,iPSC survival up,HTR2A ag,H9c2 protect,NR2E3 ag-2,Peg3 prom inh
CC1CCCCN1C(=O)c1ccccc1NC(=O)c1ccco1 (stereo not drawn),-1.9,-5.7,.,-1.0,.,-1.0,1.1,4.1,8.0,-12.8,8.7
Cc1ccc(CSCCNC(=O)CN(c2cccc([N+](=O)[O-])c2)S(C)(=O)=O)cc1,-8.2,3.9,33.7,15.1,-6.0,14.2,0.7,-6.9,-12.3,-3.4,15.3
Cc1nc2ccccc2c(=O)n1NC(=O)c1ccccc1Br,-6.1,4.7,-8.7,2.1,-2.9,2.8,0.1,-3.0,1.6,-5.0,3.6
O=C(COC(=O)CCCc1nc2ccccc2s1)NC(=O)NCc1ccco1,3.3,2.9,-6.3,-49.2,-0.1,1.2,-0.4,-2.8,7.3,-22.4,-84.0
Cc1ccc(NC(=S)NCc2ccc(Cl)cc2)c(OC(F)F)c1,3.1,-1.4,-7.6,10.9,-2.7,3.8,-0.4,-7.8,-2.8,-7.8,6.5
O=Cc1ccnc(-c2ccc(OC(=O)c3ccco3)cc2)n1,0.9,-15.5,56.7,1.9,-17.0,-1.5,-0.2,-2.3,-1.9,-46.1,-5.9
O=S(=O)(NCCSCc1c(Cl)cccc1Cl)c1ccc2c(c1)OCCO2,0.1,-3.3,22.0,7.0,-5.3,2.7,-4.3,-6.0,-14.1,12.6,12.4
CN(CCc1ccccn1)C(=O)CCC1CCCN(C(=O)c2ccc3c(c2)OCCO3)C1 (stereo not drawn),2.0,-2.1,-16.0,9.4,-2.6,-2.9,0.1,2.7,-1.8,-7.8,-21.9
CCC(=O)C1CCCN(C(=O)CCc2nnc(-c3ccc4c(c3)OCO4)o2)C1 (stereo not drawn),-28.3,-10.5,-58.7,-112.5,-7.5,-1.2,-0.4,12.1,2.2,-28.6,-153.0
Cc1ccc(NC(=O)c2ccco2)nc1,-78.8,12.5,-78.7,-142.5,-6.2,.,0.6,2.2,-4.5,-79.0,-182.0
N=C(N)SCc1ccccn1,8.7,-0.7,-17.9,6.9,-9.0,-0.4,0.9,1.1,2.0,-31.6,0.7
CCOc1cc(CNCc2cccnc2)cc(Br)c1OCC(N)=O,-1.1,-3.7,-1.9,25.0,-5.7,2.8,-0.3,0.0,5.0,15.5,19.4
COc1ccccc1/C=C/C(=O)NC1CC2CCC1C2 (stereo not drawn),-29.8,9.6,-16.7,-129.1,-1.8,2.1,-0.7,2.4,9.4,-14.1,-80.2
CCCn1cc(S(=O)(=O)c2ccc(Cl)cc2)c(=O)c2cc(OC)ccc21,-5.1,-12.6,6.3,14.4,-4.9,-5.2,2.2,-1.3,1.2,-10.8,5.0
CC(C)(C)n1nnnc1C(c1ccccc1)N1CCN(c2c(Cl)cncc2Cl)CC1 (stereo not drawn),.,.,.,8.6,-5.6,.,0.9,1.8,.,-12.2,.
COc1ccc(S(=O)(=O)N(C)CC(=O)NCC2CCCO2)cc1OC (stereo not drawn),-6.7,10.4,-7.4,8.8,-6.9,1.9,0.0,8.3,-1.4,-23.2,2.9
CCn1nc(C)c(/C=N/NC(=O)Cn2nnc(N)n2)c1C,5.5,1.2,-12.3,10.6,-5.0,-5.0,-0.5,6.6,-0.7,19.5,5.8
Cc1ccc(S(=O)(=O)c2c(COC(=O)c3ccc(Cl)cc3)c(-c3ccccc3)nn2C)cc1,12.7,0.3,4.3,15.6,-4.4,2.4,0.6,3.1,-1.5,-10.8,23.3
CCNC(=O)C1(C)CCCN(C(=O)c2ccnc(Cl)c2)C1 (stereo not drawn),.,-2.1,-0.9,2.8,-7.3,.,-0.5,-3.4,4.9,-43.9,2.4
C=CCNCCOc1ccc(C(C)(C)c2ccccc2)cc1,9.2,8.8,14.6,14.7,-4.3,3.7,0.5,0.8,5.5,-0.9,-4.7
NC(=O)c1ccc(Nc2ccc3c(c2)CCC3)c([N+](=O)[O-])c1,4.7,-4.8,18.4,-1.1,-18.7,-1.2,-0.5,-0.3,-10.6,-62.6,-2.5
